# Smad3 inh – Smad3 (human) transcription factor binding inhibition | TR-FRET Smad3/Dy647-FoxH1 peptide binding, europium anti-His | AID 630 | 0.29% of 88,000 active | inhibition, % at 25 µM;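 active = compounds that reduce the energy-transfer binding signal between the protein and its labelled peptide by more than half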;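 note: 0% = Smad3 plus labelled peptide maximal FRET and 100% = peptide-only background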
# Target sequence (P84022 whole entry, looked up): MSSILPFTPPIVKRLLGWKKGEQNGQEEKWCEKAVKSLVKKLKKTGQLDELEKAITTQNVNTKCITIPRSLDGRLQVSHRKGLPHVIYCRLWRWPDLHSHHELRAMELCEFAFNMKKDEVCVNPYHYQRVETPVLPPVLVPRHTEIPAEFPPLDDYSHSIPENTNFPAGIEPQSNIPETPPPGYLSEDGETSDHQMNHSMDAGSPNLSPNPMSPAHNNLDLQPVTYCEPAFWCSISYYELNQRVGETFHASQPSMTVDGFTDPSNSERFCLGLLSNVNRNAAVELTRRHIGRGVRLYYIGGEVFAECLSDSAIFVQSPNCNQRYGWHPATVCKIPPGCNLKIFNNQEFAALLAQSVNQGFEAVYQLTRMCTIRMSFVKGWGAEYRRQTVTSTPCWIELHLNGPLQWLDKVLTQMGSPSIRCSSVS
# sEH act – increases human soluble epoxide hydrolase activity; P34913; purified human sEH enzymatic activity, activator screen; activation, % at 2 µM; 0.04% of 91,000 active; in the data active = activation above about 37%; note: values of inactives mirror those of a sister screen read the other way
# Target sequence (P34913 whole entry, looked up): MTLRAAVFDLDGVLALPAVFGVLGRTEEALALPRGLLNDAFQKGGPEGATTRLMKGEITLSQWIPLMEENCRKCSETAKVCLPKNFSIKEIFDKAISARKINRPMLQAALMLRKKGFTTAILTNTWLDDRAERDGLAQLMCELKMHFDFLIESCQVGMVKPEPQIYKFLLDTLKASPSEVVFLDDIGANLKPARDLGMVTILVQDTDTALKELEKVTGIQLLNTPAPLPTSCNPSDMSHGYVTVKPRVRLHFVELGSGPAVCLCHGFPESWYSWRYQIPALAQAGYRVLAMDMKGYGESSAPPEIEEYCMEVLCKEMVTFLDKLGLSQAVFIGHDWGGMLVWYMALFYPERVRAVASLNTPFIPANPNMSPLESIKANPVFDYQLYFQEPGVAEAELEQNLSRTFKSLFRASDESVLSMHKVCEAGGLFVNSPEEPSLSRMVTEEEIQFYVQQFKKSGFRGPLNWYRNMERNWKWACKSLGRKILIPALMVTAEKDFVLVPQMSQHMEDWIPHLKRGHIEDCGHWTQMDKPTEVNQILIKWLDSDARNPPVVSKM
# ERb coact inh – ER-beta (human) coactivator binding inhibition | TR-FRET ER-beta LBD / SRC1-Cy5 peptide binding; receptor agonist-loaded with 1 µM estradiol | inhibition, % at 25.6 µM | 1.3% of 86,000 active | AID 633;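 active = compounds whose percent inhibition of the receptor-coactivator binding signal exceeds about 50% in the single-dose screen, limit read from the data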;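 note: 0% = receptor plus peptide wells without compound and 100% = peptide-only wells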
# H69AR inhibit – growth inhibitors of human H69AR lung tumor cells. H69AR lung tumor viability, ATP luminescence, 72 h; hits give low values. viability, % at 10 µM. 6% of 85,000 active. AID 598;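 active = viability at or below 40%; inactive = viability above 40%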;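 note: multidrug resistant small cell line overexpressing MRP-1 efflux transporter; 100% = mean luminescence of untreated control wells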
# HUVEC prolif 384 – human endothelial cell proliferation inhibition; HUVEC proliferation, CellTiter-Glo luminescence, 72 h; hits give low values; viability, % at 10 µM (by protocol); 1.1% of 86,000 active;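 active = viability at or below 30%; inactive = viability above 30%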;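 note: 100% = median luminescence of DMSO-only cell control wells on each plate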
# ERa coact inh – blocks coactivator binding to human estrogen receptor alpha; P03372; TR-FRET ER-alpha LBD / SRC-1 peptide, estradiol-bound; inhibition, % at 25.6 µM; 1.7% of 86,000 active; in the data active = inhibition above about 50%;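 note: 0% = receptor plus peptide control and 100% = peptide only without receptor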
# Fibroblast inh – blocks proliferation of human lung fibroblasts | viability, % at 10 µM | 1.1% of 85,000 active | LL 47 human lung fibroblast viability, ATP luminescence; hits give low values;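 active = viability at or below 50% in the single dose screen; inactive = viability above 50%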;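 note: compound exposure lasted 72 h before the ATP readout; 100% = median luminescence of untreated cell-only wells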
#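 Test system: LL 47 human lung fibroblasts; Quantity: 1,150 cells/well; Buffer or medium: IMEM plus 15% FBS; Dosing: tenfold compound dosing solution, DMSO at 0.1%; Timing: overnight cell rest, 72 h compound treatment at 37 °C; Detection: ATP-based CellTiter-Glo luminescent readout; Read-out basis: viability percentage against median untreated-cell control; Controls: cell-only wells, no compound.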
# Candida biofilm – kills Candida albicans biofilms. C. albicans biofilm + clotrimazole, Alamar Blue. inhibition, % at 6 µM. 0.14% of 85,000 active. AID 834;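 active = inhibition above 20%; inactive = inhibition below 20%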;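 note: preformed 24 hr biofilms exposed to compound for 48 hr; 0% = biofilm without compound and 100% = blank killed by clotrimazole plus chlorhexidine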
# ERa SRC1 pot – enhances coactivator binding to human estrogen receptor alpha. TR-FRET ERalpha-LBD/SRC-Cy5 coactivator binding, 2 h; 100 = basal binding, no effect. coactivator binding (% of control), % at 25.6 µM. 1.3% of 86,000 active. AID 639; in the data active = activity above about 200%;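 note: binding measured in presence of low estradiol as agonist stimulus; 0% = peptide alone without receptor and 100% = receptor with peptide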
# * marks the source's active call; other numbers are inactive results; x = no result given; [ ] = remark or other dose. An excerpt; rates above refer to the full screens.
SMILES,Smad3 inh,sEH act,ERb coact inh,H69AR inhibit,HUVEC prolif 384,ERa coact inh,Fibroblast inh,Candida biofilm,ERa SRC1 pot
Cc1ccc(S(=O)(=O)N2CCCC(c3nc(-c4ccc(C)o4)no3)C2)cc1 (stereo not drawn),-11.1,19.1,11.4,101.6,111.1,2.0,110.8,0.8,103.2[fluorescence artefact?]
S=C(N=Nc1ccccc1)NNc1ccccc1,-21.6,x,0.4[fluorescence artefact?],59.1,91.5,-1.1,84.9,11.0,84.2
CCOC(=O)c1ccc(N2CSC3=C(C#N)C(c4cccs4)CC(=O)N3C2)cc1 (stereo not drawn),11.3[fluorescence artefact?],20.6,-5.5,100.4,113.0,1.3,100.8,-2.5,101.3
CCN(CC)CCC(=O)Nc1ccc2c(c1)N(C(=O)CN(CC)CC)c1ccccc1CC2,4.0,x,12.8,76.4,90.2,8.0,99.5,0.7,80.7
Fc1ccccc1N1CCN(Cc2nc(-c3ccccc3)no2)CC1,5.9,8.8,-34.5,117.7,111.5,-30.6,92.7,0.7,110.4
CCn1c(SCC(=O)N2CCN(c3cccc(Cl)c3)CC2)nc2ccccc2c1=O,2.8,-2.9,-5.6,76.0,75.2,-6.2,103.4,4.5,84.8
COC(=O)C1=C(C)N(C)C(C)=C(C(=O)OC)C1c1ccncc1,17.0,-0.7,-16.5,98.6,94.5,-10.6,91.6,-2.8,99.5
Cc1ccc2nc(-c3cccc(S(=O)(=O)N(C)C)c3)cn2c1,-0.9,16.6,-3.6[fluorescence artefact?],78.7,90.2,-1.9,100.2,1.6,110.1
CC(C)c1cc(C(=O)Nc2cccc(Cl)c2)no1,3.9,6.2,-1.8,94.3,96.9,2.0,93.7,9.2,113.8
CC(=O)c1ccc(S(=O)(=O)N(Cc2cc3cc4c(cc3[nH]c2=O)OCCO4)CC2CCCO2)cc1 (stereo not drawn),-3.8,24.7,-5.5,75.5,94.4,-2.5,95.1,8.4,111.3
CCCC(=O)Nc1ccc(C(=O)NCC2CCCO2)cc1 (stereo not drawn),-9.2,7.0,-8.6,104.9,93.8,-5.3,99.1,2.1,105.4
CN(C)c1ccc(C=Nc2ccccc2C(N)=O)cc1,0.6,-10.3,9.0,67.6,78.5,-4.0[fluorescence artefact?],85.0,5.8,111.0
N#CCN1CCN(CCC(=O)Nc2ccc(OCc3ccccc3)cc2)CC1,-1.0,3.0,-6.8,107.6,87.0,-3.2,100.5,3.2,95.2
CNc1ccc(Br)cc(C(=O)/C=C/c2cccc(OC)c2OC)c1=O,10.9,-2.9,54.9*[fluorescence artefact?],5.3*,30.6,42.2,84.6,5.5,73.3
CCCc1nc(NC(C)=O)c(C#N)c(-c2ccco2)c1CC,11.3,x,8.0,85.5,102.2,-3.5,92.5,6.9,100.0
N#Cc1c(-c2ccccc2)nc(N2CCOCC2)[nH]c1=O,6.6[fluorescence artefact?],-10.7,2.8,104.6,88.4,-8.2,96.0,8.4,115.3
O=C(NCCC1=CCCCC1)c1ccc(Cl)c(S(=O)(=O)N2CCOCC2)c1,-3.0,-93.9,-5.5[fluorescence artefact?],77.1,104.3,-7.3,96.6,5.8,114.6
CC1C=Cc2ccccc2N1C(=O)c1ccccc1 (stereo not drawn),-14.5,5.7,-10.2,87.4,98.0,-8.3,91.2,-2.1,109.4
O=C(c1cccs1)n1cc(C(=S)N2CCOCC2)c2ccccc21,-6.5,-5.0,-2.8,96.9,96.2,-4.6,95.9,6.7,96.7
COc1cc(/C=C(\C#N)c2[nH]nc(N)c2C#N)cc(OC)c1O,8.0,-2.3,28.8[fluorescence artefact?],88.2,68.0,24.4[fluorescence artefact?],98.1,4.5,74.1[fluorescence artefact?]

# Nine entries from above in a different format:
SMILES	Smad3 inh	sEH act	ERb coact inh	H69AR inhibit	HUVEC prolif 384	ERa coact inh	Fibroblast inh	Candida biofilm	ERa SRC1 pot
CN(C)c1ccc(C=Nc2ccccc2C(N)=O)cc1	0.6	-10.3	9.0	67.6	78.5	-4.0[fluorescence artefact?]	85.0	5.8	111.0
N#CCN1CCN(CCC(=O)Nc2ccc(OCc3ccccc3)cc2)CC1	-1.0	3.0	-6.8	107.6	87.0	-3.2	100.5	3.2	95.2
CNc1ccc(Br)cc(C(=O)/C=C/c2cccc(OC)c2OC)c1=O	10.9	-2.9	54.9*[fluorescence artefact?]	5.3*	30.6	42.2	84.6	5.5	73.3
CCCc1nc(NC(C)=O)c(C#N)c(-c2ccco2)c1CC	11.3	x	8.0	85.5	102.2	-3.5	92.5	6.9	100.0
N#Cc1c(-c2ccccc2)nc(N2CCOCC2)[nH]c1=O	6.6[fluorescence artefact?]	-10.7	2.8	104.6	88.4	-8.2	96.0	8.4	115.3
O=C(NCCC1=CCCCC1)c1ccc(Cl)c(S(=O)(=O)N2CCOCC2)c1	-3.0	-93.9	-5.5[fluorescence artefact?]	77.1	104.3	-7.3	96.6	5.8	114.6
CC1C=Cc2ccccc2N1C(=O)c1ccccc1 (stereo not drawn)	-14.5	5.7	-10.2	87.4	98.0	-8.3	91.2	-2.1	109.4
O=C(c1cccs1)n1cc(C(=S)N2CCOCC2)c2ccccc21	-6.5	-5.0	-2.8	96.9	96.2	-4.6	95.9	6.7	96.7
COc1cc(/C=C(\C#N)c2[nH]nc(N)c2C#N)cc(OC)c1O	8.0	-2.3	28.8[fluorescence artefact?]	88.2	68.0	24.4[fluorescence artefact?]	98.1	4.5	74.1[fluorescence artefact?]

# (further entries)
SMILES,Smad3 inh,sEH act,ERb coact inh,H69AR inhibit,HUVEC prolif 384,ERa coact inh,Fibroblast inh,Candida biofilm,ERa SRC1 pot
NC(N)=NC(=O)c1nc(Cl)c(N)nc1N,-2.8,x,2.6,89.3,80.6,-1.3,94.3,13.2,99.7
Cc1ccc(C23CC4CC(CC(NC(=O)N5CCN(C)CC5)(C4)C2)C3)cc1,-6.0,0.5,0.7,83.2,71.7,-1.0,84.6,3.8,94.7
CC(C)(C)OC(=O)N[C@@H](Cc1ccccc1)c1nnc(S(=O)(=O)Cc2cccc(F)c2)o1,3.4,-11.1,-6.9,1.0*,55.5,-3.2,19.9*,8.7,90.4
CC(C)CNc1nc(Oc2ccc(=O)n(-c3ccccc3)n2)nc(N2CCOCC2)n1,-12.3,-7.4,-8.2,80.0,87.5,0.5,92.2,5.6,113.0
COc1ccc(OCc2nnc(SCC(=O)NCc3ccco3)o2)cc1,-13.9,-0.4,2.2,88.8,90.7,2.5,90.9,1.0,111.6
Cc1ccc(-c2nc(CS(=O)CC(=O)NCCC(C)C)c(C)o2)cc1 (stereo not drawn),2.9[fluorescence artefact?],x,-15.2,98.6,94.2,-10.7,106.2,7.1,130.9
COC(=O)c1[nH]c2cccc(OC)c2c1NC(=O)CCN1CCN(c2cccc(Cl)c2)CC1,-0.9,114.4*,-6.5,71.7,89.7,-7.8,93.5,3.2,106.8
Cc1cccc(-c2nnc(SCC#N)n2-c2cccc(Cl)c2)c1,-1.9,-12.0,-8.2,84.3,103.4,5.3,105.7,11.5,130.9
CCCN(C(=O)Cc1nc(N)n[nH]1)C1(C(=O)Nc2ccccc2C)CCCCC1,1.4,3.1,-3.6,87.4,99.0,-8.6,94.6,3.5,117.0
CCOC(=O)N1CCN(C(=O)CSc2nc3c(cnn3-c3ccccc3)c(=O)[nH]2)CC1,-0.9,3.6,1.3[fluorescence artefact?],56.4,106.1,7.1[fluorescence artefact?],103.7,1.2,104.3[fluorescence artefact?]
CC(C)Oc1ccc(NC(=O)Oc2ccccc2)cc1,-3.5,-33.3,-3.7,96.5,86.1,1.6,98.6,x,123.2
COc1ccc(C2CCCN2C(=O)Nc2ccc(Cl)cc2)cc1OC (stereo not drawn),3.4,-95.1,-7.5,86.4,109.7,0.5,100.2,11.0,115.2
COc1cccc(NC(=O)N2CCCC(C(=O)Nc3ccccc3OC)C2)c1 (stereo not drawn),3.4,2.4,-3.2,96.5,98.0,1.6,96.8,1.3,139.8
O=C(OCC1COc2ccccc2O1)c1ccccc1F (stereo not drawn),-10.4,2.3,-0.8[fluorescence artefact?],96.5,92.0,2.3,90.5,6.3,83.2
CCn1c(SCC(=O)Nc2ccc(C)cc2)nnc1-c1ccc(O)cc1,1.6,2.1,-4.9,88.0,98.2,-9.6,x,3.4,90.4
Cc1cccc(C)c1NC(=O)c1cc(S(=O)(=O)N2CCOCC2)ccc1F,-7.7,3.3,-1.4,85.0,97.5,9.2,110.3,-0.1,93.2
CCN(C(=O)COC(=O)c1[nH]c(C)c(C(C)=O)c1C)C1CCS(=O)(=O)C1 (stereo not drawn),-8.6,3.7,-6.1,89.0,90.6,-4.8,94.2,7.5,106.2
COC(=O)c1ccc(NC(=O)CCn2c(=O)oc3ccccc32)cc1,-7.4,-4.7,1.9[fluorescence artefact?],81.7,89.4,1.3[fluorescence artefact?],93.1,4.3,105.3
Cc1c(C#N)c2ncnc(-c3ccccc3)c2n1-c1ccccc1,5.8,5.2,9.7,45.4,87.4,6.7,93.4,3.6,109.9[fluorescence artefact?]
COc1ccc(OCCN2CCN(C3CC(=O)N(CCC(C)C)C3=O)CC2)cc1 (stereo not drawn),-0.9,3.2,-4.2,107.5,109.3,-7.8,92.5,0.7,91.7
Cn1nc(-c2ccccc2)c(CSc2ccccc2)c1Cl,-4.0,0.2,-5.3,44.0,93.0,3.4,86.5,6.1,78.7
CCC(=O)Nc1ccc(Br)c(Cl)c1,-10.0,-1.0,16.8[fluorescence artefact?],89.0,101.2,5.2[fluorescence artefact?],99.0,7.2,77.6
CCCCN(CC)C(=O)Cc1cn(C)c2ccccc12,8.4,22.2,-5.2,86.8,99.0,-2.5,113.3,0.6,115.3
CCOC(=O)CSc1ccc2nnc(-c3ccccc3)n2n1,-5.4,x,-4.7,100.6,104.8,0.5,102.0,4.9,109.5
COC(C(=O)Nc1ccc(F)cc1)c1ccccc1 (stereo not drawn),-6.5,16.0,-3.7,87.6,83.6,-1.6,102.2,x,119.1
CCOC(=O)C(NC(=O)c1ccc(F)cc1)(Nc1nnc(C)s1)C(F)(F)F (stereo not drawn),-1.9,x,10.2,104.0,105.6,0.6,103.2,-0.2,100.8
Cc1ccc(C(C)C)c(OCC(=O)Nc2ccc(N3CCN(S(C)(=O)=O)CC3)cc2)c1,3.8,-37.2,-17.4,48.9,73.0,-23.8,93.6,4.6,107.3
c1ccc(-c2nnc3sc(-c4cc5ccccc5o4)nn23)cc1,5.6,-13.0,18.0[fluorescence artefact?],31.8*,64.6,40.3[fluorescence artefact?],111.4,1.1,75.4[fluorescence artefact?]
O=C(NCc1ccccn1)C1CCN(S(=O)(=O)c2cnc[nH]2)CC1,9.9,x,-1.8[fluorescence artefact?],104.5,99.2,1.6[fluorescence artefact?],105.6,-2.4,112.6
COC(=O)C1=C(N)Oc2cc(C)n(CCCn3ccnc3)c(=O)c2C1c1cccc(Cl)c1 (stereo not drawn),2.2,x,-1.9[fluorescence artefact?],78.5,75.9,5.2[fluorescence artefact?],98.6,1.3,87.3
O=C(Nc1ccc2c(c1)OCCO2)C1CCCN1S(=O)(=O)c1ccc(Cl)cc1 (stereo not drawn),-0.5,-4.6,-9.9,77.2,90.1,4.6,96.3,8.1,107.5
